Source: PubChem BioAssay (National Center for Advancing Translational Sciences (NCATS))
Peg3 imprint = inducers of genomic imprint erasure in mouse ES cells. mouse ES Peg3-LacZ reporter, beta-gal luminescence, 40 h. Potency, µM (titrated, usually from 60.7 µM), for inactives: at the highest dose activity change, positive = activation, hits mostly activators. 110,000 compounds, 0.02% hits;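 note: 0% = negative control wells on the plate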
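Imprint erasure is scored as LacZ activity from the silenced maternal Peg3 allele in feeder-free female ES cells cultured 40 h with LIF. Luminescence is normalized to in-plate negative controls and fitted to the Hill equation.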
p53ts 32C tox = p53ts cell cytotoxicity, permissive temperature; Potency, µM (series often up to 46.1 µM), for the others: at the highest dose activity change, negative = cytotoxicity, hits mostly cytotoxic; AID 924; H1299-p53A138V at 32C, ATP luminescence viability, 24 h; 130,000 compounds, 0.93% hits;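 note: 0% = DMSO and -100% = full killing by reference compound; nearly all actives have a fitted effect of over 55% in size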
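Viability by ATPlite luminescence after 24 h compound treatment (up to 46 uM) at the permissive 32C. Cells are H1299 carrying p53 A138V. Scale runs from DMSO basal to 100 uM tamoxifen as full kill; AC50 from Hill fits.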
IkB sig inh = inhibitors of IkB signaling in ABC-DLBCL cells; ABC-DLBCL IkBa-CBG/CBR dual luciferase ratio, 4 h; response scale: scaled: untreated 0%, proteasome inhibitor 100%; Potency, µM (titrated, usually from 57.1 µM), without a hit: at the top dose IkBa stabilization activation; 110,000 compounds, 0.04% hits; active = well fitted curve in the direction sought with a large enough effect in the signal ratio, not every such curve was filed as active; inconclusive = small, poorly fitted or top-dose-only effect, or a change in a side signal; the % refers to the signal ratio;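 note: the direction sought is a rising ratio; 0% = basal untreated cells and 100% = reference inhibitor full response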
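Curves were fitted separately to fusion (green), unfused (red) and ratio luminescence, then classed by r2, magnitude and activity. Cells: OCI-Ly3, 4 h compound plus doxycycline at 37C; 10 uM MG-132 defined full response.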
p53ts 39C tox = p53ts cell cytotoxicity, nonpermissive temperature. Potency, µM (series often up to 46.1 µM), for inactives: top-dose activity change, negative = cell killing, usual class: cytotoxic. H1299-p53A138V viability at 39C, ATP luminescence, 24 h. 130,000 compounds, 1.5% hits; note: nearly all actives have a fitted effect of over 55% in size
The depositor's hits bear a star; ? = inconclusive; · = no result given; [ ] = remark or other dose. Unless noted, calls come from the whole dose curve; as a rule, active = well fitted curve in the direction sought with a large enough effect; inconclusive = small, poorly fitted or top-dose-only effect, or another doubt; inactive = no such curve, though single readings can be large; an effect the other way counts as inactive or inconclusive. Unless noted, % is set by controls: 0 for no effect and ±100 for the full control effect; potency is the fitted concentration of half-maximal effect.

The first 4 entries, to show the layout:
Each structure is followed by: Peg3 imprint	p53ts 32C tox	IkB sig inh	p53ts 39C tox
Cc1ccc(C)c(N2CCN(C(=O)Cn3ncc4c(=O)oc5ccccc5c43)CC2)c1
    -17%[10.9 µM]	-6%	-2.9%	8%
Cc1cc(S(=O)(=O)N2CCN(c3ccccc3C)CC2)ccc1F
    -14%	-2%	1.7%	7%
O=C(c1ccc(Cc2nc3ccccc3[nH]2)cc1)N1CCOCC1
    ·	-9%	·	-7%
CCc1nn(CC(=O)Nc2ccc(NC(C)=O)cc2)c(=O)c2cc3sccc3n12
    -14%[10.9 µM]	7%	-3.8%	-10%

The whole of this part, from the start:
Each structure is followed by: Peg3 imprint	p53ts 32C tox	IkB sig inh	p53ts 39C tox
Cc1ccc(C)c(N2CCN(C(=O)Cn3ncc4c(=O)oc5ccccc5c43)CC2)c1
    -17%[10.9 µM]	-6%	-2.9%	8%
Cc1cc(S(=O)(=O)N2CCN(c3ccccc3C)CC2)ccc1F
    -14%	-2%	1.7%	7%
O=C(c1ccc(Cc2nc3ccccc3[nH]2)cc1)N1CCOCC1
    ·	-9%	·	-7%
CCc1nn(CC(=O)Nc2ccc(NC(C)=O)cc2)c(=O)c2cc3sccc3n12
    -14%[10.9 µM]	7%	-3.8%	-10%
O=C(Nc1cc(F)ccc1F)C1CCN(c2nc3ccccc3n3cccc23)CC1
    -17%[10.9 µM]	-19%	-2.1%	?
CCOC(=O)C(NC(=O)c1ccc(OC)cc1)(N1CCOCC1)C(F)(F)F (stereo not drawn)
    -14%	5%	-1.7%	8%
N#Cc1ccc(C23CC4(C2)[C@H](CN(CC2CCCCC2)[C@@H]4c2ccccc2)C3c2ccc(Cl)nc2)cc1 (stereo partly drawn)
    -12%	-5%	·	-13%
CCOC(=O)CSc1nc2c(c(=O)[nH]c(=O)n2C)n1CCc1ccccc1
    8%	-2%	0.5%	-6%
COCCCNc1nc(NCc2cccc(Cl)c2)c2cnn(C)c2n1
    -5%[10.9 µM]	0%	?	-18%
N#CCCN1CCN(S(=O)(=O)c2ccc(S(=O)(=O)N3CCCC3)cc2)CC1
    0%	-7%	-0.7%	-2%
CCCN(Cc1cccs1)C(=O)Nc1ccc(F)c(Cl)c1
    -11%[10.9 µM]	12%	?	-30%
Cc1cccc(-c2nc(S(=O)(=O)c3ccc(F)cc3)c(N3CCN(c4ccccc4)CC3)o2)c1
    -6%[10.9 µM]	0%	1.7%	5%
CCOc1ccc(-c2cc(C)n3nc(C(=O)Nc4ccc(C)c(C)c4)cc3n2)cc1
    -16%[10.9 µM]	-25%	-2.0%	-27%
CCCn1nnc(NC(=O)c2ccco2)n1
    11%	-1%	-2.4%	9%
Cc1ccccc1C(=O)NNC(=O)CN1C(=O)c2ccccc2C1=O
    ·	0%	·	-2%

(further entries)
Each structure is followed by: Peg3 imprint	p53ts 32C tox	IkB sig inh	p53ts 39C tox
Cc1ccc(Cl)cc1-n1ncc2c(N3CCC(C)CC3)ncnc21
    -13%[10.9 µM]	8%	?	-18%
Cc1cc(=O)oc2cc(OCC(=O)N3CCc4ccccc4C3)ccc12
    -1%	-4%	-0.7%	-5%
O=C(NCc1nnc(SCc2ccccc2)n1-c1ccc(F)cc1)C12CC3CC(CC(C3)C1)C2
    ·	39%[activator]	·	7%
COc1ccc(OC)c(S(=O)(=O)NCCc2csc3nc(-c4ccccc4)nn23)c1
    19%[10.9 µM]	-9%	?	-7%
CCN(CCCNC(=O)c1c(C)cc(=O)oc1C)c1cccc(C)c1
    -17%	-5%	1.0%	-6%
Cc1ccc(-n2ncc3c(Nc4cccc(C)c4C)ncnc32)cc1
    -8%[10.9 µM]	-8%	?	?
CC(C)c1ccc(Cn2ccc3c4c(N)nc(NC5CC5)nc4ccc32)cc1
    -26%	?	-0.1%	32µM*
CNCCCC1c2ccccc2C=Cc2ccccc21
    -33%[inhibitor]	6%[20.6 µM]	1.1%[25.6 µM]	?
Cc1cnc(CNc2ncnc3ccc(-c4c(C)noc4C)cc23)cn1
    -10%	8%	?	-9%
COCCCNC(=O)Cn1ncc2c(=O)oc3ccccc3c21
    8%	-8%	-1.7%	3%
Cc1ccc(C(=O)NCc2nnnn2-c2ccc(C)c(C)c2)cc1
    6%[10.9 µM]	11%	0.1%	-4%
CC(C)(C)NC(=O)C1N(c2cccnc2)C(=O)C2C(C(=O)Nc3ccccc3)C3(C)C=CC21O3 (stereo not drawn)
    -1%	2%	0.2%	-4%
COc1cc(CN2CCN(C(=O)CC(C)C)CC2)cc(OC)c1O
    ·	0%	0.0%	4%
O=S(=O)(c1ccc(OCC(O)CN2CCN(c3ccccc3Cl)CC2)cc1)N1CCOCC1 (stereo not drawn)
    9%	-11%	2.1%	6%
O=C(CSc1nnc(Cn2c(=O)sc3ccccc32)n1-c1ccccc1)N1CCOCC1
    -5%	-6%	0.7%	11%

More structures.
Each structure is followed by: Peg3 imprint	p53ts 32C tox	IkB sig inh	p53ts 39C tox
CCOC(=O)CSc1nnnn1-c1cc(OC)c(Cl)cc1OC
    2%	-5%	-1.1%	-10%
COc1cc(C2C(C(=O)c3ccc(C)o3)=C(O)C(=O)N2Cc2cccnc2)ccc1O (stereo not drawn)
    -9%	-3%	-0.5%	58%[activator]
Cc1cc2c(cc3c(SCc4ccc(Cl)cc4)nncn32)o1
    -11%[10.9 µM]	-4%	0.3%	-3%
Cc1ccc(OCC(=O)Nc2cccc(C(=O)OCc3cc(=O)n4nc(C)sc4n3)c2)cc1
    ?	?	?	?
Cc1oc(-c2ccccc2)nc1CNC(=O)Nc1ccccc1
    2%[10.9 µM]	9%	?	-5%
CCOCCCn1c(SCC(=O)Nc2ccc(CC)cc2)nc2ccccc2c1=O
    -2%[10.9 µM]	9%	?	-14%
CCCc1nc(NCc2ccc3c(c2)OCO3)c2nnn(Cc3ccccc3Cl)c2n1
    ·	17%	·	4%
N#Cc1nc(COc2ccccc2F)oc1N1CCCCCC1
    -18%	-6%	2.0%	-2%
COc1ccc(C2=NCC(CSc3nnc(-c4ccc5c(c4)OCO5)o3)S2)cc1 (stereo not drawn)
    -15%	-23%	?	-24%
O=C(c1ccc(S(=O)(=O)N2CCOCC2)cc1)N1CCN(c2cccc(Cl)c2)CC1
    -7%	-2%	-1.0%	2%
Cc1noc(C)c1C(=O)OCC(=O)Nc1ccccc1C(=O)NC(C)c1ccccc1 (stereo not drawn)
    -13%	4%	?	-5%
CC1CCCN(CCCNC(=O)c2coc3nc4ccccc4nc23)C1 (stereo not drawn)
    -87%[inhibitor]	7%	?	-2%
Cn1c(=O)c2c(nc(NCCc3ccccc3)n2CC(=O)NCCc2ccccc2)n(C)c1=O
    20%	-1%	0.8%	17%
Nc1ccc(N2CCOCC2)c(Cl)c1
    0%	2%	1.9%	8%
CCc1ccc(Oc2cc(C)nc(N)n2)cc1
    ·	10%	·	3%

Overlap with the part before: 4 entries; new compounds follow.
mol | Peg3 imprint | p53ts 32C tox | IkB sig inh | p53ts 39C tox
CC1CCCN(CCCNC(=O)c2coc3nc4ccccc4nc23)C1 (stereo not drawn) | -87%[inhibitor] | 7% | ? | -2%
Cn1c(=O)c2c(nc(NCCc3ccccc3)n2CC(=O)NCCc2ccccc2)n(C)c1=O | 20% | -1% | 0.8% | 17%
Nc1ccc(N2CCOCC2)c(Cl)c1 | 0% | 2% | 1.9% | 8%
CCc1ccc(Oc2cc(C)nc(N)n2)cc1 | · | 10% | · | 3%
Cc1ccc(Cl)cc1NC1=NC(=S)N(C(C)C)C12CCCCC2 | · | -1% | · | 13%
CCOc1ccc(NC(=O)Nc2ccc3nccnc3c2)cc1 | -16% | 6% | 0.4% | 8%
CCn1c(=O)cc(SCC(=O)NCc2cccnc2)c2ccccc21 | -18% | 2% | 1.4% | -11%
COc1ccc(N=C2SCC(=O)N2c2ccc(OC)cc2)cc1 | -8% | -4% | -0.2% | -2%
COCCn1nnnc1C(C(C)C)N(Cc1cccnc1)Cc1cc2cc(OC)ccc2[nH]c1=O (stereo not drawn) | 3% | -11% | -0.1% | -9%
Cc1c(Cl)cccc1-n1ncc(C(=O)NCCN2CCN(C)CC2)c1C1CCN(C(=O)OC(C)(C)C)CC1 | -8%[10.9 µM] | 2% | ? | 10%
Cc1ccc(S(=O)(=O)c2nc(-c3cccc(Br)c3)oc2N2CCCCCC2)cc1 | -16%[10.9 µM] | 4% | 2.0% | -3%
COC(=O)[C@@H]1C[C@@]2(O)[C@H](O)[C@H](O)[C@H](O)C[C@H]2N1Cc1cccc2ccccc12 | -5% | 7% | · | -3%
COc1cccc(-n2c(Cc3cc(=O)[nH]c(=O)[nH]3)nnc2SCc2cccnc2)c1 | -3% | 5% | 3.3% | -2%
COc1ccc(NC(=O)Cn2nc(C(F)(F)F)c3c2CCCC3)c(OC)c1 | · | -3% | 3.4% | 1%
NCCCCCc1nnc(SCC(=O)Nc2cccc(Cl)c2)o1 | -7% | -1% | 3.1% | 4%
CCCSC1=N/C(=C\C=C\c2ccco2)C(=O)S1 | -1% | 21% | -0.9% | -13%
CNC(=O)C1CC(=O)N(CCc2ccc(OC)cc2)C(=Nc2ccc(OC)cc2)S1 (stereo not drawn) | · | -13% | · | 7%
CN(C)S(=O)(=O)c1cccc(C(=O)NCc2ccco2)c1 | -20% | 0% | 1.3% | 0%
CC1CCCN(S(=O)(=O)c2ccc(S(=O)(=O)N3CCCN(Cc4ccccc4)C3)cc2)C1 (stereo not drawn) | -1% | -1% | 0.4% | 2%
O=C(Cn1ncc2c(=O)oc3ccccc3c21)Nc1cc(F)ccc1F | ? | 3% | 1.5% | 6.3µM*
COc1ccc(CNC(=O)C(C)n2ccc3cc(S(=O)(=O)N4CCCC4)ccc32)cc1OC (stereo not drawn) | 13%[10.9 µM] | 4% | ? | 5%
Cc1cccc(N=c2oc3cc(O)ccc3cc2C(N)=O)c1 | -96%[inhibitor] | 5% | ? | -9%
Cc1cccc(N2C(=O)N(CC(=O)C(C)(C)C)c3ccccc3S2(=O)=O)c1C | -9%[10.9 µM] | 14% | 1.6% | -26%
CNC(=O)C1(C)C=CCN1C(=O)c1ccccc1 (stereo not drawn) | -10% | 7% | · | -1%

More records
mol | Peg3 imprint | p53ts 32C tox | IkB sig inh | p53ts 39C tox
Nc1nc(-c2ccco2)nn1C(=O)c1cccnc1 | -7% | 4% | -0.2% | -4%
CC12C(=O)N(c3ccccc3C(=O)O)C(=O)C1C1C=CC2C1 (stereo not drawn) | 4% | 8% | -0.8% | -8%
CCOC(=O)C(C)Oc1ccccc1C1NC(=O)NC(C)=C1C(=O)Nc1ccc(C)c(C)c1 (stereo not drawn) | -3% | 5% | 0.2% | 4%
COc1ccccc1NC(=O)c1sc2nc(C)c(C(=O)Nc3ccc(Cl)cc3)c(-c3ccc(Br)cc3)c2c1N | -11%[10.9 µM] | -12% | ? | -9%
COc1ccc(-c2cc(C(C)=O)c(C)n2CCC(=O)NCc2ccc(F)cc2)cc1 | -13%[10.9 µM] | 5% | 2.6% | -8%
CCc1ccccc1NS(=O)(=O)c1ccc2c(c1)OCC(C(=O)N1CCCC1)O2 (stereo not drawn) | -17%[10.9 µM] | -2% | ? | -13%
CCCCOc1ccc(S(=O)(=O)Nc2ccc(-c3ccc(N4CCCCC4)nn3)cc2)cc1 | -6%[10.9 µM] | 4% | 2.6% | -7%
COc1ccc(C2=CC(c3sccc3C)n3nnnc3N2)cc1 (stereo not drawn) | -36%[inhibitor] | -5% | 1.3% | -18%
Cc1ccc(-c2c3c(=O)n(C)c(=O)n(C)c3c3c(C(F)(F)F)nc4ccccc4n23)cc1 | 13%[10.9 µM] | 2% | ? | 33%[activator]
CCCc1nnc(NC(=O)Cc2coc3ccc(C)cc23)s1 | -8%[10.9 µM] | 5% | -0.2% | -16%
Cc1c(OCc2nn[nH]n2)ccc2c(-c3ccccc3)cc(=O)oc12 | -5% | 5% | -1.3% | 7%
COC(=O)Nc1ccc2[nH]cc(CCNC(C)=O)c2c1 | -7% | 7% | 0.0% | -13%
